HCMV antiviral – blocks human cytomegalovirus replication; HFF cells, HCMV-luciferase reporter, 72 h; stronger effect = lower value; activity change, negative = inhibition, % at 57.5 µM; 4.5% of 410,000 active; AID 1259415; in the data active = activity change below about -60%; inconclusive = no clear call, values can overlap the other calls; inactive = above about -39%
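Steps: HFFs plated, 16 h 37C; compounds added; HCMV-luciferase added to MOI 1 PFU/cell; 72 h 37C; OneGlo reagent, 5 min room temperature; luminescence read, normalized to controls.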
Tb PYK inh – inhibitors of Trypanosoma brucei pyruvate kinase. Q57TT1. TbPYK enzyme, Kinase-Glo Plus ATP luminescence, 45 min. Potency, µM (series often up to 76.8 µM), inactives show at the top dose activity, negative = inhibition, most hits filed as inhibitors. 0.12% of 410,000 active. AID 624173; also: potency is read from the fitted curve at half-maximal effect; nearly all actives have a fitted effect of over 50% in size
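Screened from lowest to highest concentration, compounds were pinned into TbPYK/substrate mixtures, and ADP (130 uM final) was added. Plates sat at room temperature for 45 min prior to Kinase-Glo Plus detection by luminescence.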
HCV inh – inhibitors of hepatitis C virus infection; AID 651820; 3.4% of 340,000 active; Potency, µM (highest dose often 41.8 µM), without a hit: at the highest dose activity change, negative = inhibition, usual class: inhibitors; Huh7.5.1 HCVcc-Cre infection, luciferase reporter, 44 h; also: potency is read from the fitted curve at half-maximal effect
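Infectious HCV cell culture screen: compound-treated cells (1,000/well, pre-plated 4 h) are infected with HCVcc-Cre at roughly 0.5 moi and grown 44 h. Infection is quantified by luciferase signal after 15 min substrate incubation at room temperature.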
AMA1-RON2 inh – inhibitors of Plasmodium falciparum AMA1-RON2 interaction. AlphaScreen AMA1-biotinylated RON2 peptide binding. Potency, µM (highest dose often 58.2 µM), inactives show top-dose activity change, negative = inhibition, most hits filed as inhibitors. 0.2% of 360,000 active. AID 720542;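 also: potency is read from the fitted curve at half-maximal effect; 0% = vehicle wells and -100% = peptide control; nearly all actives have a fitted effect of over 45% in size; some results filed as inactive show a strong effect at the top dose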
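AMA1 (3D7) with his tag at 25 nM final met compounds first, then biotinylated RON2 peptide at 25 nM; detection used donor plus acceptor beads, 10 µg/mL apiece, read by AlphaScreen after 30 min at room temperature.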
LmPK inhibitor – inhibitors of Leishmania mexicana pyruvate kinase. 0.37% of 290,000 active. Potency, µM (highest dose often 57.5 µM), inactives show at the highest dose activity change, negative = inhibition, usual class: inhibitors. Q27686. AID 1721. purified LmPK, Kinase-Glo ATP luminescence, 1 h; also: potency is read from the fitted curve at half-maximal effect
Target sequence (Q27686 whole entry, looked up): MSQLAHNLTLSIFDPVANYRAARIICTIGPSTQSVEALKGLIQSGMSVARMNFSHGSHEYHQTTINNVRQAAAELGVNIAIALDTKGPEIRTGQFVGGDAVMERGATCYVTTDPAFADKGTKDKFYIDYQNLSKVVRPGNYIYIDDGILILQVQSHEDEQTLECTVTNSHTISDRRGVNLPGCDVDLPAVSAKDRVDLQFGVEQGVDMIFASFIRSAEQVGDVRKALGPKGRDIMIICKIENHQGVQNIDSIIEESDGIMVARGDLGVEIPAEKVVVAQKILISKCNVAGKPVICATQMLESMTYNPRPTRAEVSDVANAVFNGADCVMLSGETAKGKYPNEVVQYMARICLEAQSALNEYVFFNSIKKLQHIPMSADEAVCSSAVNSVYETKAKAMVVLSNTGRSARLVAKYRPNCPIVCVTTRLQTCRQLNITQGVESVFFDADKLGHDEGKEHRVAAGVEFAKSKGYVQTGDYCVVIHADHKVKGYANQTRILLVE
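ATP generated from ADP (0.1 mM) and PEP (0.5 mM) by 0.1 nM LmPK over 1 h at room temperature (pH 7.2 imidazole buffer) was detected by coupled luciferase luminescence. Values were normalized to uninhibited and no-enzyme wells.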
AmpC no deterg – AmpC beta-lactamase inhibition without detergent; P00811; AmpC nitrocefin hydrolysis, absorbance 480 nm, 0.0001% Triton; Potency, µM (series often up to 57.1 µM), inactives show at the highest dose activity change, negative = inhibition, actives largely listed as inhibitors; 0.52% of 330,000 active; AID 485341;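 also: potency is read from the fitted curve at half-maximal effect; plate controls were no compound for no effect and no enzyme for full effect; nearly all actives have a fitted effect of over 20% in size; some results filed as inactive show a strong effect at the top dose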
Target sequence (P00811 whole entry, looked up): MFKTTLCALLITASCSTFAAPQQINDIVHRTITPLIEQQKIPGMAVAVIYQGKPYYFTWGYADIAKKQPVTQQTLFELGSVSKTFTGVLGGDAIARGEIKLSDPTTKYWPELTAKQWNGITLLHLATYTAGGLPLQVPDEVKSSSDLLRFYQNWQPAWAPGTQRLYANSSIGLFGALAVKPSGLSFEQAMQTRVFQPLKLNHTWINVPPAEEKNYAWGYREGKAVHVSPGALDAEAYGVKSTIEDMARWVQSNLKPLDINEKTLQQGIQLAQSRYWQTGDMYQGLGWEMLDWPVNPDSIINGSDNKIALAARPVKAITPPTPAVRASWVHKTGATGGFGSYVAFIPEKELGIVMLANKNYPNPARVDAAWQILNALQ
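AmpC (5.3 nM in the dispensed reagent) in 20 mM phosphate pH 7.0 with 0.01% (detergent screen) or 0.0001% Triton X-100 was preincubated with compounds for 15 min at room temperature. Nitrocefin was then added from an 800 uM solution, and hydrolysis was followed at 480 nm.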
AmpC detergent – AmpC beta-lactamase inhibition with detergent present | AID 485294 | P00811 | AmpC hydrolysis of nitrocefin, absorbance 480 nm, 0.01% Triton | Potency, µM (titrated, usually from 114 µM), without a hit: at the top dose activity change, negative = inhibition, hits mostly inhibitors | 0.041% of 370,000 active;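 also: potency is read from the fitted curve at half-maximal effect; 0% = no-compound wells and -100% = no-enzyme wells; nearly all actives have a fitted effect of over 25% in size; some results filed as inactive show a strong effect at the top dose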
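20 mM phosphate pH 7.0 + 0.01% (detergent screen) or 0.0001% Triton X-100; 5.3 nM AmpC reagent; cpd preinc 15 min RT; nitrocefin (800 uM stock) to start; A480 q20 s × 4 min; Activity was normalised to no-enzyme and no-compound control wells.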
The depositor's hits bear a star; ? = inconclusive; . = no result given; & = joins results of further samples; [ ] = dose if it differs, or a comment. Unless noted, calls follow the shape of the dose curve; as a rule, active = well fitted curve in the direction sought with a large enough effect; inconclusive = small, poorly fitted or top-dose-only effect, or another doubt; inactive = no such curve, though single readings can be large; an effect the other way counts as inactive or inconclusive. Unless noted, % is scaled to controls: 0 for no effect and ±100 for the full control effect.

item	canonical_smiles	HCMV antiviral	Tb PYK inh	HCV inh	AMA1-RON2 inh
1	O=c1c2[nH]c3ccc(F)cc3c2ncn1CCC1=CCCCC1	-22	6%	-2%	3%
2	O=c1c2c3n(c(=S)nc2[nH]n1-c1ccccc1)CCCCC3	-11	-13%	4%	61%[activator]
3	Cc1cccc(-c2nc(S(=O)(=O)c3ccccc3)c(N3CCN(c4ccccc4)CC3)o2)c1	-7	1%	.	.
4	Cc1ccc(O)c(Nc2nc(-c3ccccc3)nc3ccccc23)c1	-30	2%	-29%	-7%
5	O=C(NC1CCCCC1)C(c1ccccn1)N(C(=O)c1csnn1)C1CC1 (stereo not drawn)	19	-1%	11%	10%
6	Cc1cc(C(=O)N2CCN(Cc3ccccc3)CC2)ccc1[N+](=O)[O-]	-28	-4%	7%	0%
7	Cc1ccc(NS(=O)(=O)c2ccc(Cl)nc2)c(C)c1	-22	7%	?	-22%
8	O=C(CSc1nnc(COc2ccc(F)cc2)o1)N1c2ccccc2CCc2ccccc21	-30	-8%	.	4%
9	CN(C(=O)COC(=O)CCCN1C(=O)c2cccc3cccc(c23)C1=O)C1CCS(=O)(=O)C1 (stereo not drawn)	-23	-2%	7%	-6%
10	Cc1ccc(C)c(NC(=O)CCC(=O)NNC(=O)C(c2ccccc2)c2ccccc2)c1	-24	-5%	18%	59%[activator]
11	O=C1CC(/C=C/c2ccc([N+](=O)[O-])cc2)=Nc2ccccc2N1	-33	-8%	?	-7%
12	Cc1ccc(OCC(=O)Nc2cc3nn(-c4ccccc4)nc3cc2C)cc1	60	4%	.	.

item	LmPK inhibitor	AmpC no deterg	AmpC detergent
1	0%	-16%	-1%
2	1%	-44%	1%
3	.	.	4%
4	23%	-40%	?
5	-11%	19%	?
6	-3%	89%[activator]	-8%
7	.	-13%	-2%
8	3%	-1%	-12%
9	.	41%	-3%
10	7%	-45%	-10%
11	-6%	-45%	-4%
12	.	.	14%

Three successive entries already listed, quoted:
item	canonical_smiles	HCMV antiviral	Tb PYK inh	HCV inh	AMA1-RON2 inh
10	Cc1ccc(C)c(NC(=O)CCC(=O)NNC(=O)C(c2ccccc2)c2ccccc2)c1	-24	-5%	18%	59%[activator]
11	O=C1CC(/C=C/c2ccc([N+](=O)[O-])cc2)=Nc2ccccc2N1	-33	-8%	?	-7%
12	Cc1ccc(OCC(=O)Nc2cc3nn(-c4ccccc4)nc3cc2C)cc1	60	4%	.	.

item	LmPK inhibitor	AmpC no deterg	AmpC detergent
10	7%	-45%	-10%
11	-6%	-45%	-4%
12	.	.	14%

Further results
item	canonical_smiles	HCMV antiviral	Tb PYK inh	HCV inh	AMA1-RON2 inh
13	Cn1cnnc1SCC(=O)N/N=C/c1ccc(OCC(N)=O)cc1	-13	-1%	12%	4%
14	Cc1cccc(S(=O)(=O)c2cn(C)c3cc(N4CCN(c5ccccc5)CC4)c(F)cc3c2=O)c1	-23	2%	.	.
15	COc1ccc(NC(=O)C2CCCN(S(=O)(=O)c3c(C)[nH]c(=O)[nH]c3=O)C2)c(OC)c1 (stereo not drawn)	10	0%	.	.
16	CCC(=O)N1N=C(c2ccccc2)CC1c1ccc([N+](=O)[O-])cc1 (stereo not drawn)	14	0%	-5%	-7%
17	O=C(COC(=O)C1COc2ccccc2O1)Nc1ccccc1OC(F)F (stereo not drawn)	52	-4%	17%	-6%
18	COc1ccc(/C=N/Nc2ncc(C(F)(F)F)cc2Cl)cc1OC	-31	-3%	?	0%
19	CC1c2[nH]c3ccccc3c2CCN1C(=O)Nc1ccccc1 (stereo not drawn)	-24	-3%	?	-8%
20	Cc1noc2c1C(c1ccc(N(C)C)cc1)C1=C(CC(C)(C)CC1=O)N2 (stereo not drawn)	-24	-2%	-24%	-1%
21	CCOc1ccc(-n2c(-c3ccccc3)c(C)n3c4c(=O)n(C)c(=O)n(C)c4nc23)cc1	-28	-1%	.	.
22	CC(CN(C)C)CN1c2ccccc2Sc2ccccc21 (stereo not drawn)	?	5%	?	-5%
23	CC1(C(=O)NC2CCCCC2)Cc2ccccc2C(=O)N1Cc1ccc(F)cc1 (stereo not drawn)	4	4%	.	.
24	CCCCN(C(=O)C(C)Oc1ccc(Br)cc1)c1c(N)n(CC(C)C)c(=O)[nH]c1=O (stereo not drawn)	12	-1%	0%	-1%[11.6 µM]

item	LmPK inhibitor	AmpC no deterg	AmpC detergent
13	2%	-1%	1%
14	.	.	-3%
15	.	.	1%
16	4%	-3%	6%
17	.	-18%	.
18	4%	-33%	6%
19	1%	-25%	?
20	3%	-19%	-5%
21	.	.	-1%
22	.	37%	-11%
23	.	.	-2%
24	.	-6%	?

Compounds shown so far containing an aryl thioether with sulfur outside any ring (two):
item	canonical_smiles	HCMV antiviral	Tb PYK inh	HCV inh	AMA1-RON2 inh
8	O=C(CSc1nnc(COc2ccc(F)cc2)o1)N1c2ccccc2CCc2ccccc21	-30	-8%	.	4%
13	Cn1cnnc1SCC(=O)N/N=C/c1ccc(OCC(N)=O)cc1	-13	-1%	12%	4%

item	LmPK inhibitor	AmpC no deterg	AmpC detergent
8	3%	-1%	-12%
13	2%	-1%	1%

Following part:
item	canonical_smiles	HCMV antiviral	Tb PYK inh	HCV inh	AMA1-RON2 inh
25	O=C(Nc1ccc2c(c1)N(C1CCCC1)C(=O)c1ccccc1S2)c1cccc(F)c1	?	3%	.	.
26	COC(=O)c1c(NC(=O)CCl)sc(C(=O)N2CCOCC2)c1C	-17	4%	?	7%
27	O=C(Nc1c(C(=O)N2CCN(c3ccccn3)CC2)oc2ccccc12)c1cccc([N+](=O)[O-])c1	?	3%	?	-4%
28	COc1ccc(Cn2ccnc2SCC(=O)Nc2ccc3c(c2)OCCO3)cc1	4	-1%	.	.
29	CC1(C)Cc2c(cnn2-c2ccc(F)cc2)C(NC(=O)CN2CCCC2=O)C1 (stereo not drawn)	16	0%	6%	-11%
30	O=C(O)CCSc1nc2ccccc2c(=O)[nH]1	-23	-2%	-5%	4%
31	O=C(c1ccc(=O)[nH]n1)N1CCN(S(=O)(=O)c2ccc3ccccc3c2)CC1	-24	3%	-25%	-20%
32	c1cnc2ccc(C(c3nnnn3C3CCCCC3)N3CCN(C4CCCCC4)CC3)cc2c1 (stereo not drawn)	-33	-8%	-4%	-4%
33	C(=N\n1cncn1)/c1ccc(N2CCOCC2)cc1	11	1%	-10%	-4%
34	O=C(NC(=S)Nc1nc2ccccc2s1)c1ccco1	58	-8%	-6%	51%[activator]
35	CCC1Oc2ccc(C)cc2N(CC(=O)NCc2ccc(F)cc2)C1=O (stereo not drawn)	-12	2%	.	.
36	CC(=O)N1CSCC1C(=O)NNS(=O)(=O)c1ccccc1 (stereo not drawn)	8	-1%	22%	4%

item	LmPK inhibitor	AmpC no deterg	AmpC detergent
25	.	.	8%
26	1%	178%[activator]	-13%
27	2%	3%	-14%
28	.	.	5%
29	-3%	23%	-3%
30	-10%	-19%	-5%
31	-1%	69%[activator]	-6%
32	.	.	.
33	6%	-6%	0%
34	0%	-21%	-13%
35	.	.	-5%
36	1%	-14%	5%

(list continues)
item	canonical_smiles	HCMV antiviral	Tb PYK inh	HCV inh	AMA1-RON2 inh
37	COc1ccc(S(=O)(=O)NCCSc2ccccc2)cc1OC	30	3%	-11%	3%
38	Cc1ccc(-c2ccc(S(=O)(=O)NCC3CCCO3)cc2)cc1 (stereo not drawn)	?	-5%	-29%	6%
39	COc1ccc(-c2cn(/N=C/c3ccc(Cl)cc3Cl)c(N)n2)cc1	?	-1%	?	25%
40	COCCNC(=O)CCC(=O)NNc1nc2ccccc2c2nc(-c3ccccc3)nn12	-4&14	-8%&-1%	-6%	111%[activator]
41	CCN(CC)CCN/N=C(\C)c1c(O)[nH]c(=O)[nH]c1=O	0	1%	-10%	-1%
42	COCCCN(C(=S)Nc1ccc(OC)cc1)C(C)c1ccncc1 (stereo not drawn)	-23	-1%	-1%	-20%
43	COC(=O)c1c(-c2ccc(Cl)cc2)noc1N1CCN(c2ccccc2OC)CC1	-37	2%	.	.
44	CC(C)(C)c1ccc(S(=O)(=O)NC(=O)C2(C)CCN2C(=O)Cc2ccccc2Cl)cc1 (stereo not drawn)	12	4%	.	-1%
45	CCOC(=O)N1CCC(NC(=O)c2cc(C(=O)NC3CCN(Cc4ccccc4)CC3)ccc2CO)CC1	?	-3%	10%	35%
46	Cc1cc(N2CCCCC2)nc2ccc(NC(=O)CCC(=O)N3CCN(c4cccc(Cl)c4)CC3)cc12	-12	3%	.	.
47	CCOC(=O)C1C(=O)NC23CCCC2C1c1ccccc1O3 (stereo not drawn)	35	-4%	21%	3%
48	Cc1ccc(N2CCC(N3CCN(C4CCCCC4)C(CCO)C3)CC2)cc1 (stereo not drawn)	11	-8%	?	0%

item	LmPK inhibitor	AmpC no deterg	AmpC detergent
37	1%	.	-7%
38	2%	7%	4%
39	1%	-36%	-1%
40	1%	143%[activator]	2%&15%
41	0%	-3%	3%
42	-7%	3%	3%
43	.	.	5%
44	.	.	.
45	-7%	12%	-5%
46	.	.	-1%
47	4%	-18%	-10%
48	-6%	2%	10%

Next section.
item	canonical_smiles	HCMV antiviral	Tb PYK inh	HCV inh	AMA1-RON2 inh
49	COc1ccc([N+](=O)[O-])cc1NC(=O)CCN1CCN(CCO)CC1	14	-2%	7%	14%
50	CNC(=O)c1c(NC(=O)Cc2coc3ccc(C)cc23)sc2c1CCCC2	-26	-4%	.	.
51	COCCNC(=O)N1[C@H]2CC[C@@H]1C(C(=O)OC)=C(c1ccc(OC(F)(F)F)cc1)C2	-26	-1%	?	10%
52	CCN1CCCC1CNC(=O)Cn1cc(C)c(=O)[nH]c1=O (stereo not drawn)	-8	-3%	52%[activator]	1%

item	LmPK inhibitor	AmpC no deterg	AmpC detergent
49	0%	-15%	-8%
50	.	.	-4%
51	.	82%[activator]	-12%
52	.	.	.
